Giardia kill: Small Molecules that selectively kill Giardia lamblia: qHTS; activity change, % at 7.66 µM, hits read low; 340,000 tested, 0.15% active; Giardia lamblia trophozoite viability; in the data active = activity change below about -80%; inconclusive = between about -30% and that limit;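 note: parasites exposed to compound for two days anaerobically before the ATP read; % is set by controls: 0 for no effect and ±100 for the full control effect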
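Killing of trophozoites was scored by loss of ATP luminescence after a 48 hrs anaerobic exposure to compounds at 37 deg C, using 100 cells per well.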
B2AR arrestin: qHTS assay of beta-arrestin-biased ligands of beta2-adrenergic receptor. Beta-2 adrenergic receptor (Homo sapiens), P07550. beta-arrestin recruitment to beta2AR, cell-based reporter. Potency, µM (highest dose often 46.1 µM), inactives show top-dose activation, actives largely listed as activators. 330,000 tested, 0.02% active. AID 492947, 2010;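 note: potency is the fitted concentration of half-maximal effect; 0% = DMSO controls and full agonism = EC100 isoproterenol or metaproterenol; nearly all actives have a fitted effect of over 65% in size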
USP2a inh: qHTS Assay for Inhibitors of Ubiquitin-specific Protease USP2a Using CHOP2 as the Reporter; 330,000 tested, 0.01% active; Potency, µM (titrated, usually from 38.3 µM), for inactives: at the top dose activity change, negative = inhibition, hits mostly inhibitors; AID 463254, 2010; Ubiquitin carboxyl-terminal hydrolase 2 (Homo sapiens), O75604; USP2 core, Ub-CHOP2 coupled fluorogenic reporter, 485/531;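 note: potency is the fitted concentration of half-maximal effect; plate controls were DMSO wells for no effect and full inhibition by NEM control for full effect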
Target sequence (O75604 whole entry, looked up): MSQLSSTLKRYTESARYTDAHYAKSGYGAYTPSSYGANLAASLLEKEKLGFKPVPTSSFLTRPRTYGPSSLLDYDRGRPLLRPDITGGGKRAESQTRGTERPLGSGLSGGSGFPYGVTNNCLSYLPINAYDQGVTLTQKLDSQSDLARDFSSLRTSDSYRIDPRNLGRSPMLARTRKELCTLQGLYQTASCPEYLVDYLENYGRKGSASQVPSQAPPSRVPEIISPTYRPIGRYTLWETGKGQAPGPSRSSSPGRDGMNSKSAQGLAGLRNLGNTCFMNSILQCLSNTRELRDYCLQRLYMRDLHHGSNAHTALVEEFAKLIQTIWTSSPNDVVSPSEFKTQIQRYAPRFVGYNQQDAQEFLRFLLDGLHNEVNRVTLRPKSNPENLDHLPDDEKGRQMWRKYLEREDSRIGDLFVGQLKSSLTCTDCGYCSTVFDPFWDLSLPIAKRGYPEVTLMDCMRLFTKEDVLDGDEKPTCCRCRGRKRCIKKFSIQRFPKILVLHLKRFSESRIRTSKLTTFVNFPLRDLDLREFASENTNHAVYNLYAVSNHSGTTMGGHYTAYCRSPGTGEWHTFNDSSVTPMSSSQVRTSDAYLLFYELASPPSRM
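USP2 core (10nM final) preincubated 30min RT with compound in 20mM Tris-HCl pH 8.0, 2mM CaCl2, 2mM beta-mercaptoethanol, 0.05% CHAPS; 25nM Ub-CHOP2 plus 25nM reporter substrate added, fluorescence (Ex485/Em531) read after 60min.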
GALK inh: qHTS Assay for Inhibitors of Human Galactokinase (GALK). Potency, µM (series often up to 57.5 µM), for inactives: at the highest dose activity change, negative = inhibition, hits mostly inhibitors. P51570. Purified GALK, Kinase-Glo residual ATP luminescence. 270,000 tested, 0.007% active; note: potency is the fitted concentration of half-maximal effect; % is set by controls: 0 for no effect and ±100 for the full control effect
Target sequence (P51570 whole entry, looked up): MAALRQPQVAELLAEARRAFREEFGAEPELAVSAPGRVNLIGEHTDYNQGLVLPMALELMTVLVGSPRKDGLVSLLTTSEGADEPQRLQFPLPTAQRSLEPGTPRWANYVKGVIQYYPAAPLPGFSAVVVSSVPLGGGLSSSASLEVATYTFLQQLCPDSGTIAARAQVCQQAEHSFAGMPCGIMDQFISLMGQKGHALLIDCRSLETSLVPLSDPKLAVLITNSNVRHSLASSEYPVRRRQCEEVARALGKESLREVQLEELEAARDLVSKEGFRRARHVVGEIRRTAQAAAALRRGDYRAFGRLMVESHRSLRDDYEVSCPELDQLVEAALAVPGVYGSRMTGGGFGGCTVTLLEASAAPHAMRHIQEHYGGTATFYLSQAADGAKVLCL
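5 nM enzyme, 35 uM ATP, 100 uM galactose, 20 mM HEPES pH8.0, 5 mM MgCl2; 1 h RT; residual ATP by Kinase-Glo Plus luminescence, qHTS format.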
MLL CXXC-DNA inh: qHTS Fluorescence Polarization Assay for Inhibitors of MLL CXXC domain - DNA interaction; Histone-lysine N-methyltransferase 2A (Homo sapiens), Q03164; MLL-CXXC / FITC-HOXA9 DNA fluorescence polarization; Potency, µM (doses to about 115 µM), without a hit: at the highest dose activity change, negative = inhibition, usual class: inhibitors; 290,000 tested, 0.037% active; active = well fitted inhibition curve with a large enough effect in the polarisation, with a control signal flat, not every such curve was filed as active; inconclusive = small, poorly fitted or top-dose-only effect, or effect the other way, or a change in a side signal; inactive = no such curve, though single readings can be large or run the other way; the % refers to the polarisation; note: potency is the fitted concentration of half-maximal effect
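Fluorescence polarization: 7 uM MLL-CXXC (stock) preincubated 5 min with compounds, then 50 nM fluorescein-HOX-A9 DNA (stock) added; 30 min ambient. Buffer 50 mM Tris-HCl pH 7.5, 50 mM NaCl, 1 mM DTT, 0.05% BSA.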
hERG WT inh: qHTS for Inhibitors of KCHN2 3.1: Wildtype qHTS | Voltage-gated inwardly rectifying potassium channel KCNH2 (Homo sapiens), Q12809 | U2OS, BacMam KCNH2, thallium flux FluxOr; active compounds read low | activity change, % at 1.84 µM | 340,000 tested, 0.37% active | AID 720551, 2013;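 active = maximum activity change below -70%; inconclusive = maximum activity change between -70% and -50%; inactive = maximum activity change above -50%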; note: % is set by controls: 0 for no effect and ±100 for the full control effect
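U2OS cells were transduced with wild-type KCNH2 virus (2.03 x 10^8 / mL) for 4 h at room temperature, then cultured overnight at 37 C. Thallium flux was read with FluxOr dye. Rate constants were normalized to DMSO controls.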
FBPA coupling cs: qHTS Assay for Inhibitors of Fructose-1,6-bisphosphate Aldolase from Giardia Lamblia: Coupling assay counterscreen; 290,000 tested, 0.67% active; activity change, negative = inhibition, % at 58.2 µM, hits read low; coupling enzyme system counterscreen, AmpLite Red fluorescence; AID 2472, 2010; in the data active = activity change below about -30%; note: % is set by controls: 0 for no effect and ±100 for the full control effect
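Counterscreen lacking aldolase: glyceraldehyde-3-phosphate coupling-enzyme reagent preincubated 10 min at RT with compound (at 57.5 uM final), then substrate/coupling system with AmpLite Red added; fluorescence read at 525/598 nm after 20 min RT.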
PKM2 activator: qHTS Assay for Activators of Human Muscle isoform 2 Pyruvate Kinase. 260,000 tested, 0.34% active. Potency, µM (series often up to 57.5 µM), for inactives: at the top dose activation, actives largely listed as activators. purified PKM2, Kinase-Glo ATP luminescence, activation; response scale: 0% is enzyme alone, no compound; note: potency is the fitted concentration of half-maximal effect; % is set by controls: 0 for no effect and ±100 for the full control effect; nearly all actives have a fitted effect of over 55% in size
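Kinase-Glo luminescence reports ATP generated from ADP (0.1 mM) and PEP (0.5 mM) by purified hPK-M2 after 1 h at room temperature, pH 7.2 imidazole buffer; intermediate enzyme activity allows detecting inhibitors and activators.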
KCNH2 3.1 inh: qHTS for Inhibitors of KCHN2 3.1: Mutant qHTS. U2OS KCNH2 3.1, thallium flux FluxOr; active compounds read low. activity change, % (tested at about 1.8 µM). 340,000 tested, 0.95% active. AID 720553, 2013;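 active = maximum activity change below -70%; inconclusive = maximum activity change from -70% to -50%; inactive = maximum activity change above -50%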;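 note: thallium influx rate constant from kinetic fluorescence after stimulation buffer; % is set by controls: 0 for no effect and ±100 for the full control effect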
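Thallium flux via FluxOr fluorescence (Red40 quencher, 45 min loading) in U2OS cells virally expressing the KCNH2 3.1 isoform (1.77 x 10^8 /mL virus, overnight at 37 C). Rate constants from 2-min kinetic reads post-stimulation, normalised to positive and negative controls.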
TRPV1 ag: HTS Assay for Compounds that Act as Agonists of the Vanilloid Receptor 1; 320,000 tested, 0.19% active; TRPV1-expressing cells, Fluo-8 calcium influx, agonist mode; Transient receptor potential cation channel subfamily V member 1 (Homo sapiens), Q8NER1; activation, % at 8.33 µM; in the data active = activation above about 80%; inconclusive = between about 30% and that limit; note: 0% is about no effect
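Fluo-8 calcium influx in TRPV1-expressing cells, kinetic read (ex 480/em 520 nm). Compound added and read 3 min for agonist activity, followed by capsaicin at EC20 final and 2 min further read for enhancement.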
Menin-MLL TR inh: qHTS Assay for Inhibitors Targeting the Menin-MLL Interaction in MLL Related Leukemias: Competition With Texas Red Labeled MLL-derived Mutant Peptide; Menin + Texas Red MLL mutant peptide, fluorescence polarization; O00255; Potency, µM (titrated, usually from 61.6 µM), inactives show at the highest dose FP activity change, negative = inhibition, usual class: inhibitors; 270,000 tested, 0.23% active; active = well fitted inhibition curve with a large enough effect in the polarisation, with a control signal flat, not every such curve was filed as active; inconclusive = small, poorly fitted or top-dose-only effect, or effect the other way, or a change in a side signal; inactive = no such curve, though single readings can be large or run the other way; the % refers to the polarisation; note: potency is the fitted concentration of half-maximal effect; % of control where 0% means no effect; many of its hits are not listed in these tables
An asterisk follows results filed as active; [ ] = dose if it differs, or a comment. Unless noted, calls come from the whole dose curve; as a rule, active = well fitted curve in the direction sought with a large enough effect; inconclusive = small, poorly fitted or top-dose-only effect, or another doubt; inactive = no such curve, though single readings can be large; an effect the other way counts as inactive or inconclusive. Only part of the results is shown (hit frequency here may not be typical).

`O=C(C1CCCN(Cc2ccccc2Br)C1)N1CCCCC1` (stereo not given) gave Giardia kill -6, B2AR arrestin 0.2%, USP2a inh 3%, GALK inh 0%, MLL CXXC-DNA inh 8%, hERG WT inh 3, FBPA coupling cs 0, PKM2 activator -1%, KCNH2 3.1 inh 15, TRPV1 ag 20 and Menin-MLL TR inh -2%.
Screening CC1=C(C)CC(C(=O)N2CCN(C/C=C/c3ccccc3)CC2)C(C(=O)O)C1 (stereo not given) returned Giardia kill -17, B2AR arrestin -0.9%, USP2a inh 1%, GALK inh -2%, MLL CXXC-DNA inh -12%, hERG WT inh 4, FBPA coupling cs -2, PKM2 activator 6%, KCNH2 3.1 inh 2, TRPV1 ag 0 and Menin-MLL TR inh -5%.
For O=C(Nc1ccc(Br)cc1Cl)N1CCOCC1 the results were Giardia kill -4, B2AR arrestin -0.2%, USP2a inh 3%, GALK inh 0%, MLL CXXC-DNA inh -10%, FBPA coupling cs 2, PKM2 activator 2%, KCNH2 3.1 inh 16, TRPV1 ag 0 and Menin-MLL TR inh -15%.
Screening O=C(Nc1cccc(NC(=O)c2cncc(Br)c2)c1)c1cncc(Br)c1 returned Giardia kill 30, B2AR arrestin 0.5%, USP2a inh 0%, GALK inh 2%, MLL CXXC-DNA inh 32%[activator], hERG WT inh -4, FBPA coupling cs -2, PKM2 activator 4%, KCNH2 3.1 inh -9, TRPV1 ag -1 and Menin-MLL TR inh inconclusive.
O=C1c2ccccc2NC(c2ccco2)N1O (stereo not given) was read as Giardia kill 2, B2AR arrestin -0.2%, USP2a inh -1%, GALK inh 2%, MLL CXXC-DNA inh -2%, hERG WT inh 5, FBPA coupling cs -27, PKM2 activator -6%, KCNH2 3.1 inh 6, TRPV1 ag 30 and Menin-MLL TR inh inconclusive.
Screening O=S(=O)(Cc1ccccc1)N1CCCC(c2nc(-c3ccc(F)cc3)no2)C1 (stereo not given) returned Giardia kill 8, B2AR arrestin 0.3%, USP2a inh 0%, GALK inh 1%, MLL CXXC-DNA inh 3%, hERG WT inh -17, FBPA coupling cs 1, PKM2 activator -3%, KCNH2 3.1 inh -17, TRPV1 ag 6 and Menin-MLL TR inh 7%.
Screening Cc1cccc(NC(=O)COC(=O)c2ccc([N+](=O)[O-])o2)c1C returned Giardia kill -17, B2AR arrestin -0.2%, USP2a inh 8%, GALK inh 0%, MLL CXXC-DNA inh -20%, hERG WT inh 0, FBPA coupling cs -7, PKM2 activator 2%, KCNH2 3.1 inh 1, TRPV1 ag -4 and Menin-MLL TR inh 1%.
CCOC(=O)CCNC(=O)N1CCCC(N(C)CCc2ccc(OC)c(OC)c2)C1 (stereo not given) was read as Giardia kill -9, B2AR arrestin -0.1%, USP2a inh -1%, GALK inh 3%, MLL CXXC-DNA inh 5%, hERG WT inh -7, FBPA coupling cs -3, PKM2 activator -23%, KCNH2 3.1 inh -12, TRPV1 ag 4 and Menin-MLL TR inh 18%.
For O=C(N/N=C/c1ccc2c(c1)OCO2)C(=O)Nc1ccc2ccccc2c1 the results were B2AR arrestin 0.0%, USP2a inh 1%, GALK inh 2%, MLL CXXC-DNA inh 1%, FBPA coupling cs -1, PKM2 activator -4%, TRPV1 ag 0 and Menin-MLL TR inh -21%.
`O=C(c1cc2c(=O)n3ccccc3nc2s1)N1CCc2ccccc2C1` gave B2AR arrestin 0.0%, USP2a inh -1%, GALK inh 0%, MLL CXXC-DNA inh 5%, FBPA coupling cs -18, PKM2 activator 15%, TRPV1 ag 23 and Menin-MLL TR inh 1%.
CCc1ccc(NSc2ccccc2[N+](=O)[O-])cc1 was read as Giardia kill 9, B2AR arrestin -0.1%, USP2a inh 4%, GALK inh 1%, MLL CXXC-DNA inh -3%, hERG WT inh -14, FBPA coupling cs 1, PKM2 activator 4%, KCNH2 3.1 inh -6, TRPV1 ag 0 and Menin-MLL TR inh inconclusive.
Cc1ccc(OCCN2C(=O)C(=O)c3cc(C)ccc32)cc1 was read as Giardia kill 8, B2AR arrestin -0.2%, USP2a inh 3%, GALK inh -2%, MLL CXXC-DNA inh -9%, hERG WT inh -14, FBPA coupling cs -4, PKM2 activator 6%, KCNH2 3.1 inh -34, TRPV1 ag 3 and Menin-MLL TR inh inconclusive.
Screening CCOC(=O)C1=C(C)N(C)C(C)=C(C(=O)OCC)C1c1ccc(C(=O)OC)cc1 returned Giardia kill 1, B2AR arrestin -0.3%, USP2a inh 3%, GALK inh 0%, MLL CXXC-DNA inh -4%, hERG WT inh 4, FBPA coupling cs 2, PKM2 activator -3%, KCNH2 3.1 inh -8, TRPV1 ag inconclusive and Menin-MLL TR inh -9%.
CC1(C)Cc2c(sc(NC(=O)C(=O)NCCCN3CCOCC3)c2C(N)=O)CO1 was read as Giardia kill 6, B2AR arrestin -1.0%, USP2a inh 1%, GALK inh -2%, MLL CXXC-DNA inh 40%[activator], hERG WT inh 3, KCNH2 3.1 inh -6 and TRPV1 ag 1.
`COc1ccccc1NC(=S)N1CCN(C/C=C/c2ccccc2)CC1` gave Giardia kill 28, B2AR arrestin -0.8%, USP2a inh -1%, GALK inh 1%, MLL CXXC-DNA inh 2%, hERG WT inh 18, FBPA coupling cs 2, PKM2 activator 10%, KCNH2 3.1 inh 26, TRPV1 ag 1 and Menin-MLL TR inh 2%.
CCOc1ccc(-n2c(SCC(=O)N3CCc4ccccc43)nnc2-c2c[nH]c3ccccc23)cc1 was read as Giardia kill -16, B2AR arrestin 0.1%, USP2a inh -1%, MLL CXXC-DNA inh -2%, hERG WT inh 5, FBPA coupling cs 1, PKM2 activator -2%, KCNH2 3.1 inh -8, TRPV1 ag 1 and Menin-MLL TR inh 7%.
For CCCN1Cc2cccc(C(=O)Nc3ccc(-c4nc5ccccc5[nH]4)cc3)c2C1=O the results were Giardia kill 3, B2AR arrestin -1.0%, USP2a inh 4%, GALK inh 0%, MLL CXXC-DNA inh 13%, hERG WT inh 2, FBPA coupling cs 3, PKM2 activator -1%, KCNH2 3.1 inh 0, TRPV1 ag -1 and Menin-MLL TR inh -9%.
`O=C(O)CC(c1cccc2ccccc12)n1cccc1` (stereo not given) gave Giardia kill -18, B2AR arrestin -0.5%, USP2a inh 1%, GALK inh -3%, MLL CXXC-DNA inh 18%, hERG WT inh -3, PKM2 activator 0%, KCNH2 3.1 inh -6, TRPV1 ag -1 and Menin-MLL TR inh 4%.
Screening O=C(c1ccoc1)N1CCC2(CC1)Oc1ccc(F)cc1C(=O)C21CC(c2ccccc2)=NO1 (stereo not given) returned Giardia kill 6, B2AR arrestin 12%, USP2a inh 5%, GALK inh -2%, MLL CXXC-DNA inh -4%, hERG WT inh 0, FBPA coupling cs 1, PKM2 activator 1%, KCNH2 3.1 inh 8 and TRPV1 ag 12.
COc1ccccc1NC(=S)NC(=O)C1CC1 was read as Giardia kill -6, B2AR arrestin 0.4%, USP2a inh 3%, GALK inh 2%, MLL CXXC-DNA inh 2%, hERG WT inh 3, FBPA coupling cs 0, PKM2 activator -2%, KCNH2 3.1 inh 15, TRPV1 ag -1 and Menin-MLL TR inh 6%.
For Cc1ccc2c(c1)[nH]c1c(=O)n(CCN3CCNCC3)cnc12 the results were Giardia kill 4, B2AR arrestin 0.0%, USP2a inh 5%, GALK inh 5%, MLL CXXC-DNA inh 5%, hERG WT inh -16, FBPA coupling cs 1, PKM2 activator -5%, KCNH2 3.1 inh -7, TRPV1 ag -1 and Menin-MLL TR inh -1%.
Screening COC(Cn1cc(C)c(=O)[nH]c1=O)OC returned Giardia kill -7, B2AR arrestin 3.8%, USP2a inh -13%, GALK inh 0%, MLL CXXC-DNA inh 9%, hERG WT inh -4, FBPA coupling cs -1, PKM2 activator -11%, KCNH2 3.1 inh -4, TRPV1 ag 5 and Menin-MLL TR inh 3%.
`CCn1c(CSCc2ccc(Cl)cc2)nnc1SCC(=O)Nc1cccc(C(=O)O)c1` gave Giardia kill 46[activator], B2AR arrestin -0.7%, USP2a inh -1%, GALK inh 1%, MLL CXXC-DNA inh -1%, hERG WT inh 4, FBPA coupling cs 3, PKM2 activator 2%, KCNH2 3.1 inh 42, TRPV1 ag 0 and Menin-MLL TR inh 16%.
